FLuc counter: counter-screen for miR-21 project: firefly luciferase inhibitors or activators | P08659 | purified FLuc, Km substrates, luminescence inhibition | Potency, µM (titrated, usually from 57.5 µM), for inactives: top-dose activity change, negative = inhibition, hits mostly inhibitors | 360,000 tested, 6.9% active | AID 588342; active = well fitted inhibition curve with a large enough effect; inconclusive = small, poorly fitted or top-dose-only effect;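 note: plate controls were vehicle for no effect and reference inhibitor for full effect; nearly all actives have a fitted effect of over 55% in size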
Target sequence (P08659 whole entry, looked up): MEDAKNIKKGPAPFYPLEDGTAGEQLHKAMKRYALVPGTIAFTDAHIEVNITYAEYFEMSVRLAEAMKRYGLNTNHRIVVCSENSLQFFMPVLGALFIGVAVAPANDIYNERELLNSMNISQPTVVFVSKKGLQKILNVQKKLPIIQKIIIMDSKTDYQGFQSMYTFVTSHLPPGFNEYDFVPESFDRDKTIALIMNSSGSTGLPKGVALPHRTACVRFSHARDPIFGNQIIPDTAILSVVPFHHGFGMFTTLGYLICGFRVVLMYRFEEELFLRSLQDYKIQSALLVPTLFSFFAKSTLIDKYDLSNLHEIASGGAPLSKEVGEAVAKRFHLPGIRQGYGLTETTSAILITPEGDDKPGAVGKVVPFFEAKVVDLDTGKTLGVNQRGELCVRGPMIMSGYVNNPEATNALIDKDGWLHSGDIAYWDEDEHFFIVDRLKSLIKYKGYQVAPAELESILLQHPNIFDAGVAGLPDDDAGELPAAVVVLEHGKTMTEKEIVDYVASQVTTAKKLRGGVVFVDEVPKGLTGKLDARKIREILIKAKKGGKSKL
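Purified P. pyralis luciferase (10nM final) with 10uM D-luciferin and 10uM ATP (Km levels) in 50mM Tris acetate pH 7.5, 10mM Mg acetate, 0.01% Tween-20, 0.05% BSA; qHTS 6-point titration, ~60 µM downward; luminescence read.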
Starred values were filed as active, the others as inactive. Potency is the fitted concentration of half-maximal effect. A portion of the library. The share of hits here may be higher or lower than overall.

Screening Cc1ccc(C)c(N2CCN(C(c3ccccc3)c3nnc(-c4ccccc4F)o3)CC2)c1 (centres undefined) returned FLuc counter inconclusive.
For COc1cccc(Nc2nc3c(S(=O)(=O)c4cc(C)ccc4C)nnn3c3ccsc23)c1 the results were FLuc counter -1%.
Screening Cc1ccccc1CNC(=O)C(=O)NCC(c1ccco1)S(=O)(=O)c1cccs1 (centres undefined) returned FLuc counter -2%.
`CCN(CC)C(=O)c1sc2c(c1C)c(=O)n(-c1ccc(Cl)c(Cl)c1)c(=O)n2Cc1cc(=O)n2c(C)cccc2n1` gave FLuc counter -1%.
Screening Cc1cccc(C(=O)Nc2ccccc2OCc2cc(=O)n3cc(C)ccc3n2)c1 returned FLuc counter 1%.
Screening Cc1cn2c(=O)cc(COc3ccccc3NC(=O)c3ccc(Cl)cc3)nc2s1 returned FLuc counter -1%.
`Fc1ccc(-c2cc(-c3ccccc3)c3c(n2)-c2cc(F)ccc2OC3)cc1` gave FLuc counter 2%.
Screening CC(C)c1cnc2c(c1SCC(=O)O)c(=O)n(C)c(=O)n2C returned FLuc counter -15%.
For CCc1ccc(CNC(=O)c2ccc3c(Cl)c4c(nc3c2)CCCC4)cc1 the results were FLuc counter 0%.
`CC(=O)Nc1ccc(NC(=O)c2ccc3c(c2)N(Cc2cccc(Cl)c2)C(=O)c2ccccc2S3(=O)=O)cc1` gave FLuc counter 0%.
For Cc1c(CNC2CCCCC2)c(C(=O)O)c(C)n1Cc1c(F)cccc1Cl the results were FLuc counter -4%.
`CC(=O)C1=C(c2ccc(C)cc2)N(C(C)=O)n2c(nnc2-c2ccccc2)S1` gave FLuc counter 1%.
CSc1ccc(NC(=O)Cn2nnnc2-c2ccccc2F)cc1 was read as FLuc counter 2%.
`COc1ccc(OC)c(NC(=O)COCc2cc(-c3ccc(F)cc3)on2)c1` gave FLuc counter -3%.
Cc1ccc(N2C(=O)c3n[nH]c(C)c3C2c2ccccc2Cl)cc1 (centres undefined) was read as FLuc counter -15%.
`CC(C)(C)c1ccc(-c2nnc(-c3ccccc3NC(=O)c3cccc(C(F)(F)F)c3)o2)cc1` gave FLuc counter 0%.
Screening CC(=O)N1CCc2cc(S(=O)(=O)NC(CC(C)C)C(=O)NCc3ccccc3)ccc21 (centres undefined) returned FLuc counter 0%.
`CC1CCN(S(=O)(=O)c2ccc3c(c2)N(CC(=O)O)C(=O)CO3)CC1` gave FLuc counter 3%.
CCN(Cc1ccccc1)C(=O)Cn1c(=O)n(-c2ccc(C)c(C)c2)c(=O)c2c(C)c(C)sc21 was read as FLuc counter -12%.
Screening Cc1ccc(C)c(Cn2c3ccccc3c3cnn(CC(=O)NC4CCCCCC4)c(=O)c32)c1 returned FLuc counter -1%.
Screening COc1ccccc1Cc1nc2ccccc2nc1SCC(=O)N1CCc2ccccc21 returned FLuc counter -7%.
Screening CCOC(=O)c1[nH]c(C)c(CCC(=O)NCc2ccccc2C)c1C returned FLuc counter -7%.
`CCOc1ccc(-c2nc3cc(NC(=O)COc4cccc(C)c4)ccc3o2)cc1` gave FLuc counter -13%.
CCOC(=O)c1c(S(=O)(=O)NCC(=O)Nc2ccc(C(C)=O)cc2)c(C)n(C)c1C was read as FLuc counter -5%.
For COc1ccc(N2CCN(C(=O)C3CCN(Cc4nc(-c5ccc(Cl)cc5)oc4C)CC3)CC2)cc1 the results were FLuc counter inconclusive.
Screening Cc1ccc(Sc2ccc(N3CCC(C(=O)Nc4ccc(C)c(F)c4)CC3)nn2)cc1 returned FLuc counter -19%.
`Cc1cn(C)c(CC(=O)Nc2ccc(F)cc2Cl)c1C(=O)O` gave FLuc counter -17%.
`Cc1cccc(N2CCN(C(=O)c3cccn4c(=O)c5cc(Cl)ccc5nc34)CC2C)c1` (centres undefined) gave FLuc counter 0%.
Cc1cccc(NC(=O)Cn2cc(C(=O)C3CCCCC3)c3ccccc32)c1C was read as FLuc counter 2%.
`Oc1c(C(c2ccccc2)N2CCC(O)CC2)sc2nc(-c3ccco3)nn12` (centres undefined) gave FLuc counter -9%.
For CCC(Cn1nnc2ccccc2c1=O)NC(=O)Nc1cc(C)cc(C)c1 (centres undefined) the results were FLuc counter -10%.
CCN(C(=O)Cn1nc(Cc2cccnc2)c2ccccc2c1=O)c1ccccc1F was read as FLuc counter -2%.
Screening COC(=O)c1ccccc1NC(=O)N1CCC(n2c(C)nc3cccnc32)CC1 returned FLuc counter -5%.
For Cc1ccc(Cn2c(C)c(CNCc3ccc(OC(C)C)cc3)c(C(=O)O)c2C)cc1 the results were FLuc counter 0%.
`Fc1ccc(C(c2nnc(-c3ccccc3)o2)N2CCN(c3ccccc3)CC2)c(Cl)c1` (centres undefined) gave FLuc counter -7%.
NS(=O)(=O)c1ccc(NC(=O)C2Cc3ccccc3N2C(=O)c2ccccc2)cc1 (centres undefined) was read as FLuc counter 2%.
`COc1ccc(CCNc2nc(-c3ccc(OC)c(OC)c3)cc(C(F)(F)F)n2)cc1OC` gave FLuc counter 0%.
For CCN(CC)c1ccc(NC(=O)CN2C(=O)c3cccnc3Sc3ccccc32)c(C)c1 the results were FLuc counter -18%.
Cc1oc(-c2ccc(C(=O)N(C)Cc3ccccc3)cc2)nc1CN1CCc2ccccc21 was read as FLuc counter -5%.
`C=Cc1ccc(CN2C(=O)N(c3cccc(Cl)c3)S(=O)(=O)c3ccccc32)cc1` gave FLuc counter 0%.
For COc1cc(NC(=O)Cn2cc(S(=O)(=O)N3CCC(C)CC3)c3ccccc3c2=O)cc(OC)c1OC the results were FLuc counter 5%.
For COc1ccccc1S(=O)(=O)Cc1ccc(C(=O)NCc2ccc(Cl)cc2)o1 the results were FLuc counter 3%.
`Cc1cc(C)cc(NS(=O)(=O)c2ccc3[nH]cc(C(=O)NC4CCCCC4)c(=O)c3c2)c1` gave FLuc counter inconclusive.
`COc1cccc(C(=O)c2c(N)c(-c3nc(-c4ccccc4)cs3)c3ccccn23)c1` gave FLuc counter 1%.
Screening CCOC(=O)c1ccc(NC(=O)CSc2cn(CC(=O)N3CCCC3)c3ccccc23)cc1 returned FLuc counter -10%.
`Cc1ccccc1Nc1cc(C(=O)NCCc2ccc(Cl)cc2)c2ccccc2n1` gave FLuc counter -15%.
Screening O=C(COc1ccccc1F)OCc1cc(=O)n2nc(-c3cccs3)sc2n1 returned FLuc counter -7%.
Screening CCN(CC)c1ccc(C(=O)Nc2ccc3nc(N(CC)CC)cc(C)c3c2)cc1 returned FLuc counter -15%.
`CCCCCOC(=O)CSc1ncnc2c1sc1nc(N3CCOCC3)c3c(c12)CCCC3` gave FLuc counter -1%.
Screening CCOc1ccc(NC(=O)Cc2ccc(NC(=O)N3CCCCc4ccccc43)cc2)cc1 returned FLuc counter inconclusive.
For Cc1c(C(=O)OC2CCC(C)CC2)[nH]c2c1C(=O)CC(c1ccc(F)cc1)C2 (centres undefined) the results were FLuc counter -4%.
For COc1ccc(N2CCN(C(=O)CCn3cnc4onc(-c5ccc(F)cc5)c4c3=O)CC2)cc1 the results were FLuc counter -9%.
For COc1cccc(CNC(=O)CCCN2C(=O)CSc3c2c(C)nn3-c2ccccc2)c1OC the results were FLuc counter -13%.
For CCOC(=O)c1ccc(Nc2cc(-c3ccccc3)nc(C)n2)cc1 the results were FLuc counter -7%.
`CN(C)S(=O)(=O)N(CC(=O)NCCSCc1c(F)cccc1Cl)c1ccccc1` gave FLuc counter -15%.
Screening COc1ccc(CCNC(=O)C(=O)Nc2ccc(C)c(C)c2)cc1 returned FLuc counter -7%.
Screening COc1ccc(-c2c(C)nn3c(N4CCC(C(=O)NCCC(C)C)CC4)cc(C)nc23)cc1OC returned FLuc counter 1%.
CCOC(=O)c1ccc(NC2SC(=O)N(Cc3cccc(C(=O)O)c3)C2=O)cc1 (centres undefined) was read as FLuc counter 24µM*.
COc1ccc(NC(=O)N2CCN(c3cc(-c4noc(C)n4)ccc3C)CC2)c(OC)c1 was read as FLuc counter 2%.
CCOC(=O)c1c(NC(=O)CS(=O)(=O)c2ccc(Cl)cc2)sc2c1CCCC2 was read as FLuc counter 2%.

Structural class, the entries above containing a CF3 group.
`CC(C)(C)c1ccc(-c2nnc(-c3ccccc3NC(=O)c3cccc(C(F)(F)F)c3)o2)cc1` gave FLuc counter 0%.
`COc1ccc(CCNc2nc(-c3ccc(OC)c(OC)c3)cc(C(F)(F)F)n2)cc1OC` gave FLuc counter 0%.

Next section:
`O=C(c1ccco1)n1nc(-c2ccccc2)nc1NCc1ccc(Cl)cc1` gave FLuc counter 0%.
`CCc1nn(CC(=O)NCc2ccc(OC)cc2OC)c(=O)c2cc3c(OC)cccc3n12` gave FLuc counter -4%.
CCOC(=O)c1ccc(-c2ccc(/C=C(\C#N)C(=O)Nc3c(C)cccc3Cl)o2)cc1 was read as FLuc counter 1%.
Screening COc1ccc(-c2cc(C(F)(F)F)n3nc(C(=O)Nc4sc5c(c4C#N)CCC(C)C5)cc3n2)cc1OC (centres undefined) returned FLuc counter -13%.
CCC(C)OC(=O)/C(C#N)=C\c1ccc(-c2cccc(C(F)(F)F)c2)o1 (centres undefined) was read as FLuc counter -5%.
For CCOc1ccccc1NC(=O)CSc1nc2cc(OC)c(OC)cc2c2nc(CCn3c(C)nc4ccccc43)nn12 the results were FLuc counter -2%.
COc1ccccc1CNC(=O)c1c2c(nc3ccccc13)C(=O)N(C1CCCCC1)C2 was read as FLuc counter 6%.
For O=C(Nc1sc2c(c1C(=O)Nc1ccccc1)CCC2)c1ccc(Br)cc1 the results were FLuc counter inconclusive.
For COCCCNC(=O)N1[C@H](c2cccs2)[C@@H](C)C(=O)[C@@H](C)[C@@H]1c1cccs1 the results were FLuc counter -8%.
Screening Cc1ccc(C(C)C)c(OCCCn2c(=O)oc3ccccc32)c1 returned FLuc counter -11%.
Cc1cccc(C)c1NC(=O)Cn1c(=O)n(CCC(=O)NCc2ccccc2Cl)c(=O)c2sccc21 was read as FLuc counter -1%.
Cc1ccc(NC(=O)c2c(N3CCCC3=O)c3cc(C)ccc3n2C)c(C)c1 was read as FLuc counter -3%.
`Cc1ccc2c(c1)c1c(c(=O)n(Cc3ccccc3)c(=O)n1Cc1cccc(F)c1)n2C` gave FLuc counter -9%.
`Cc1ccc(Cl)cc1N1CCN(C2(c3ccccc3)C(=O)c3ccccc3C2=O)CC1` gave FLuc counter 1%.
Screening CCOC(=O)c1c(NC(=O)c2cc3ccccc3c(=O)o2)sc2c1CCC(C)C2 (centres undefined) returned FLuc counter 3%.
For CC1(C)C(=O)N(CC(=O)Nc2cccc(F)c2)c2ccc(S(=O)(=O)N3CCCCC3)cc21 the results were FLuc counter -1%.
CCCOc1ccc(CNC(=O)Cn2cc3c(n2)-c2c(oc(C(=O)N4CCOCC4)c2C)CC3)cc1 was read as FLuc counter 1%.
For COc1cc(OC)c(NC(=O)c2cc(C(C)=O)n3ccccc23)cc1Cl the results were FLuc counter -2%.
For Cc1ccc(C(C)C)c(OCC(=O)Nc2ccc3c(c2)nc(CCNC(=O)c2ccco2)n3C)c1 the results were FLuc counter -7%.
For COc1cc(C2CC(=O)N(CC(=O)Nc3ccccc3F)c3ccccc3S2)cc(OC)c1OC (centres undefined) the results were FLuc counter -1%.
`CCc1ccc(-n2nc(C)c3c(C)cc(=O)n(CC(=O)Nc4cc(Cl)ccc4OC)c32)cc1` gave FLuc counter 1%.
Cc1ccc(NC(=O)c2nc(S(C)(=O)=O)ncc2N(Cc2ccccc2)Cc2ccco2)c(C)c1 was read as FLuc counter 4%.
`CCCC(=O)Nc1cc(C(=O)NCc2ccccc2)ccc1S(=O)(=O)c1ccc(Cl)cc1` gave FLuc counter 6%.
Screening COc1ccc(-c2nc(CN3CCC(C(=O)NCc4ccccc4)CC3)c(C)o2)cc1OC returned FLuc counter -1%.

Gathered by group: the compounds so far containing a thiophene ring, fused or not
For COc1cccc(Nc2nc3c(S(=O)(=O)c4cc(C)ccc4C)nnn3c3ccsc23)c1 the results were FLuc counter -1%.
Screening Cc1ccccc1CNC(=O)C(=O)NCC(c1ccco1)S(=O)(=O)c1cccs1 (centres undefined) returned FLuc counter -2%.
`CCN(CC)C(=O)c1sc2c(c1C)c(=O)n(-c1ccc(Cl)c(Cl)c1)c(=O)n2Cc1cc(=O)n2c(C)cccc2n1` gave FLuc counter -1%.
CCN(Cc1ccccc1)C(=O)Cn1c(=O)n(-c2ccc(C)c(C)c2)c(=O)c2c(C)c(C)sc21 was read as FLuc counter -12%.
Screening O=C(COc1ccccc1F)OCc1cc(=O)n2nc(-c3cccs3)sc2n1 returned FLuc counter -7%.
`CCCCCOC(=O)CSc1ncnc2c1sc1nc(N3CCOCC3)c3c(c12)CCCC3` gave FLuc counter -1%.
CCOC(=O)c1c(NC(=O)CS(=O)(=O)c2ccc(Cl)cc2)sc2c1CCCC2 was read as FLuc counter 2%.
Screening COc1ccc(-c2cc(C(F)(F)F)n3nc(C(=O)Nc4sc5c(c4C#N)CCC(C)C5)cc3n2)cc1OC (centres undefined) returned FLuc counter -13%.
For O=C(Nc1sc2c(c1C(=O)Nc1ccccc1)CCC2)c1ccc(Br)cc1 the results were FLuc counter inconclusive.
For COCCCNC(=O)N1[C@H](c2cccs2)[C@@H](C)C(=O)[C@@H](C)[C@@H]1c1cccs1 the results were FLuc counter -8%.
Cc1cccc(C)c1NC(=O)Cn1c(=O)n(CCC(=O)NCc2ccccc2Cl)c(=O)c2sccc21 was read as FLuc counter -1%.
Screening CCOC(=O)c1c(NC(=O)c2cc3ccccc3c(=O)o2)sc2c1CCC(C)C2 (centres undefined) returned FLuc counter 3%.

Assay outcomes as filed in PubChem BioAssay.
